hERG rescue = compounds protecting human hERG from proarrhythmic drug block; CHO-hERG, FluxOR thallium flux, dofetilide IC70 present; activation (rescue from dofetilide block), less the hit threshold, % at 10 µM; 310,000 compounds, 0.51% hits; Q12809;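 active = activation above the mean of controls blocked by dofetilide plus 5 SD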;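 also: thallium influx through hERG after potassium depolarization seen as dye fluorescence rise; in these data hits start at about 4.7%; inactives centre near -7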
TRPC4 agonist = opens the mouse TRPC4 cation channel. HEK293 TRPC4beta/mu-opioid, Fluo4 calcium fluorescence; active compounds read high. B-score at 10 µM. 310,000 compounds, 0.49% hits;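 active = B-score above 5 SD of library B-scores, and initial fluorescence ratio not above library mean plus 5 SD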;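 also: positive B-score marks a calcium rise read as TRPC4 activation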
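System: HEK293 cells stably co-expressing mouse TRPC4beta and mu-opioid receptor; Schedule: Fluo4 dye loading 45 min at room temperature, 110 s recording; Detection: Fluo4 fluorescence, kinetic; Evaluation: B-scored integrated calcium fluorescence ratio; Controls: buffer (low) and maximal DAMGO (high).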
Platelet DG rel = platelet dense granule release activity; inhibition, %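 (compounds screened at 7.5 µM in platelet-rich plasma)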; human platelet-rich plasma, SFLLRN dense granule ATP release, luminescence; 300,000 compounds, 0.22% hits; AID 1663;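 active = mean replicate score, as percent of positive control, at or above 50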
KCNK3 block = human KCNK3 channel inhibition, primary screen; O14649; CHO-KCNK3 thallium flux, FluxOR fluorescence; active compounds read low; B-score at 10 µM; 340,000 compounds, 0.84% hits;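 active = B-score under library mean minus 4 SD, starting fluorescence ratio at most library mean plus 5 SD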;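 also: more negative B-score means stronger inhibition of thallium flux through KCNK3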
KCNK9 block = human KCNK9 channel inhibition; 310,000 compounds, 1.2% hits; B-score at 10 µM; HEK293 KCNK9, FluxOR thallium flux fluorescence; active compounds read low; Q9NPC2;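 active = ratio B-score over 3 SD below the library mean, with starting fluorescence within 5 SD of its mean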;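 also: negative B-score means less thallium flux so channel inhibition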
Target sequence (Q9NPC2 whole entry, looked up): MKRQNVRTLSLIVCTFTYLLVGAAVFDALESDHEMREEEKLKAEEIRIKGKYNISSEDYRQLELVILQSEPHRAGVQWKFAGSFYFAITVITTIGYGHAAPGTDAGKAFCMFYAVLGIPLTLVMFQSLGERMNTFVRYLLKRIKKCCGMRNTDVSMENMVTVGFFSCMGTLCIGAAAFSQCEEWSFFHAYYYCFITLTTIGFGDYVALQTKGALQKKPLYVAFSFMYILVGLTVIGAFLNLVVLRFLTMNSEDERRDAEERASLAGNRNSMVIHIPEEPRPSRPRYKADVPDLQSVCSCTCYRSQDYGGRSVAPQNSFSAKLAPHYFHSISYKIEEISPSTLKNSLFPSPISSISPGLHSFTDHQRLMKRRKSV
KCNQ1 pot = human KCNQ1 channel potentiation or activation; P51787; CHO-K1 KCNQ1, thallium flux FluxOR fluorescence; active compounds read high; B-score at 10 µM; 310,000 compounds, 0.35% hits; AID 2648;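 active = fluorescence ratio B-score, a plate-corrected score, at least three library SD, with initial intensity B-score within 5 SD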
Target sequence (P51787 whole entry, looked up): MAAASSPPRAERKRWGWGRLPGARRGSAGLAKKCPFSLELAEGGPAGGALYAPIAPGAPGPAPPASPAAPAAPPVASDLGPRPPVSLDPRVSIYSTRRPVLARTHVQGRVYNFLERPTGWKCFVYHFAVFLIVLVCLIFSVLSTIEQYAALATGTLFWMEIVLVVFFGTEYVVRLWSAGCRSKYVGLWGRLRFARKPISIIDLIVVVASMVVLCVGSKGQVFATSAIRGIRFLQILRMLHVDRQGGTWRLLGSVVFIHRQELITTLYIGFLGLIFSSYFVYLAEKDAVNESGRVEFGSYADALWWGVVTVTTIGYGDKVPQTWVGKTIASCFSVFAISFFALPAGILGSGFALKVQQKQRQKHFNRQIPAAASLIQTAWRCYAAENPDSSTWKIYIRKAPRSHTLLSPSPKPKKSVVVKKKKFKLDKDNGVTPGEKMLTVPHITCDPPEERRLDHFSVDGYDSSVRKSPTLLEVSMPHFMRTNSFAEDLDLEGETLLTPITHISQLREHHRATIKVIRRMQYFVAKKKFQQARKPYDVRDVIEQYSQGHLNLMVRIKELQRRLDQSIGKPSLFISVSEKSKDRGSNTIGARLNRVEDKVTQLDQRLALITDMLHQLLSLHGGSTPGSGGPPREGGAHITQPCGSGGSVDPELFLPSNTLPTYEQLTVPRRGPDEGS
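System: Stable KCNQ1 CHO-K1 line | Incubation: 90 min dye loading and 20 min compound exposure, both at room temperature | Measure: Ratio B score | Medium: Assay buffer for compound exposure, DMSO matched across wells | Compound dosing: Single-concentration screen | Probe or stimulus: K+/Tl+ depolarizing stimulus | Measured by: Kinetic FluxOR fluorescence, 10 s baseline plus 110 s post-stimulus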
Dyrk1A ADPGlo = Dyrk1A (rat) kinase inhibition | Q63470 | 310,000 compounds, 0.43% hits | inhibition, % at 12.5 µM | AID 504441 | ADP-Glo luminescence, NFATc1 peptide; in the data active = inhibition above about 50%;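 also: plate controls were vehicle with enzyme for no effect and no enzyme for full effect; many of its hits are not listed in these tables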
TRPC4 block = TRPC4 (mouse) channel inhibition | Q9QUQ5 | HEK293 TRPC4beta/mu-opioid, DAMGO-evoked Fluo4 calcium flux; active compounds read low | B-score at 10 µM | 300,000 compounds, 0.39% hits | AID 2247;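 active = B-score over 3 SD under the library average, no early fluorescence shift, positive overall ratio signal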
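material = TRPC4beta/mu-opioid receptor HEK293 cell line | probe or stimulus = sequential submaximal and maximal DAMGO stimulation | compound dosing = one concentration per compound | measured by = Fluo4 Ca2+ flux fluorescence | evaluation = integrated fluorescence ratio relative to baseline, converted to per-well B score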
PolyA inh = blocks polyadenylation in yeast reporter cells; S. cerevisiae SKY197-pL101 polyadenylation reporter, beta-gal luminescence; efflux-impaired pdr1/pdr3 knockout yeast; score 100 = 6 SD above DMSO; calls only at 12 µM; 300,000 compounds, 0.02% hits; AID 1875;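 active = lowest replicate activity score at least 50, where 100 means six control SD above control mean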;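 also: yeast exposed to compound for 9 h at 30 °C; higher score means more reporter readthrough which indicates perturbed polyadenylation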
KCNQ1 inh = inhibitors of human KCNQ1 potassium channel. B-score at 10 µM. 310,000 compounds, 1.3% hits. CHO-K1 KCNQ1, FluxOR thallium flux fluorescence; active compounds read high. P51787. AID 2642;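 active = compounds whose thallium flux B-score, printed positive for inhibition, exceeds three library SD while starting fluorescence stays within three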;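 also: channel opened by potassium depolarization with thallium stimulus after 20 min compound exposure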
TRPC4 PAM = allosteric potentiators of mouse TRPC4 channel. Q9QUQ5. HEK293 TRPC4beta/mu-opioid, DAMGO EC20, Fluo-4 Ca2+ flux; active compounds read high. B-score at 10 µM. 310,000 compounds, 0.42% hits;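 active = B-score of calcium response area above 5 SD of library B-scores, with initial fluorescence ratio within 5 SD of library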;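 also: B-score of integrated fluorescence ratio over time as area under calcium response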
* = called active by the depositor; i = inactive; . = no result given. A portion of the library, so the mix of outcomes need not match the whole.

SMILES | hERG rescue | TRPC4 agonist | Platelet DG rel | KCNK3 block | KCNK9 block | KCNQ1 pot | Dyrk1A ADPGlo | TRPC4 block | PolyA inh | KCNQ1 inh | TRPC4 PAM
CC(C)N(CCNCC(O)COc1ccc(C(C)(C)c2ccccc2)cc1)C(C)C (configuration not stated) | -21 | i | 8 | i | i | i | 16 | i | i | i | i
COc1ccc(NC(=O)CSc2nc(SC)ns2)c(OC)c1 | -10 | i | 3 | i | i | i | 4 | i | i | i | i
Oc1ccc(C[C@@H]2CNCCN2CCc2cccc3ccccc23)cc1 | -8 | i | 1 | i | i | i | 18 | i | i | i | i
CCOC(=O)CCn1nnc(N)n1 | -3 | i | 7 | i | i | i | 5 | i | i | i | i
O=C(Nc1ccc(-n2cnnn2)cc1)c1cn2ccccc2n1 | -8 | i | 7 | i | i | i | -3 | i | i | i | i
CCCCCC(O)(c1ccc(OC)cc1)C(CN1CCOCC1)c1ccccc1 (configuration not stated) | -1 | i | 6 | i | i | i | 3 | i | i | i | i
N#CCC(=O)Nc1ccc(C(=O)OCC(=O)C23CC4CC(CC(C4)C2)C3)cc1 | -14 | i | 2 | i | i | i | 12 | i | i | i | i
O=C(/C=C/c1ccc(F)cc1)NNC(=O)CCN1CCN(Cc2ccccc2)CC1 | -10 | 50* | 2 | i | i | i | -5 | i | i | i | i
COc1ccc([N+](=O)[O-])cc1C(=O)Nc1ccc(Cc2ccncc2)cc1 | -8 | i | -4 | i | i | i | -4 | i | i | i | i
COC(=O)c1ccc(CSc2nnc(NC(=O)c3cc4c(s3)CCCC4)s2)cc1 | -8 | i | -13 | i | i | i | -2 | i | i | i | i
Cc1cc(C(=O)NCCCc2ccccc2)no1 | -7 | i | -1 | i | i | i | 4 | i | i | i | i
CC(C)(C)c1ccc(C(=O)Nc2ccc(Cl)cc2)cc1 | -8 | i | 2 | i | i | i | -7 | i | i | i | i
COc1ccccc1OCC(=O)NC1CCCc2ccccc21 (configuration not stated) | -11 | i | 8 | i | i | i | -6 | i | i | i | i
COc1ccccc1NC(=O)NNC(=O)CCN1CCOCC1 | -5 | i | 8 | i | i | i | -2 | i | i | i | i
O=C(CCC(=O)NNC(=O)Nc1ccc(Cl)cc1)NCc1ccccc1 | -1 | i | -4 | i | i | i | 1 | i | i | i | i
O=C(NC12CC3CC(CC(C3)C1)C2)N1CCC(O)CC1 | -2 | i | 3 | i | i | i | -5 | i | i | i | i
C/C=C/c1ccc(OCC(=O)OCC(=O)Nc2c(C)nn(-c3ccccc3)c2C)c(OC)c1 | -12 | i | -5 | i | i | i | 0 | i | i | i | i
O=C(NC(=S)NNC(=O)c1cc2ccccc2cc1O)c1ccco1 | -20 | i | -2 | i | i | i | 9 | i | i | i | i
Cc1nc(C(=O)N2CCCC(Nc3ccc(C)c(C)c3)C2)cs1 (configuration not stated) | -9 | i | -3 | i | i | i | -1 | i | i | i | i
COc1ccc(N(Cc2cc3cc(OC)ccc3[nH]c2=O)S(C)(=O)=O)cc1 | -7 | i | 2 | i | i | i | 2 | i | i | i | i
Cc1cccc(N2C(=S)NC3c4cc(Cl)ccc4OC2(C)C3C(=O)N(C)C)c1 (configuration not stated) | -24 | i | -1 | i | i | i | . | i | i | i | i
Cc1ccc(/C=C2\SC(=S)N(CCC(=O)NCCCN3CCOCC3)C2=O)cc1 | -10 | i | . | i | i | i | -4 | i | i | i | i
O=C(O)C(Oc1ccc2c(-c3ccccc3)cc(=O)oc2c1)c1ccccc1 (configuration not stated) | -5 | i | 15 | i | i | i | 2 | i | i | i | i
c1ccc2c(c1)OCCOCCOCCOCCOc1ccccc1OCCOCCOCCO2 | -13 | i | 0 | i | i | i | 0 | i | i | i | i

Retrieved by compound from the list above (2):
SMILES | hERG rescue | TRPC4 agonist | Platelet DG rel | KCNK3 block | KCNK9 block | KCNQ1 pot | Dyrk1A ADPGlo | TRPC4 block | PolyA inh | KCNQ1 inh | TRPC4 PAM
O=C(CCC(=O)NNC(=O)Nc1ccc(Cl)cc1)NCc1ccccc1 | -1 | i | -4 | i | i | i | 1 | i | i | i | i
O=C(/C=C/c1ccc(F)cc1)NNC(=O)CCN1CCN(Cc2ccccc2)CC1 | -10 | 50* | 2 | i | i | i | -5 | i | i | i | i

(further entries)
SMILES | hERG rescue | TRPC4 agonist | Platelet DG rel | KCNK3 block | KCNK9 block | KCNQ1 pot | Dyrk1A ADPGlo | TRPC4 block | PolyA inh | KCNQ1 inh | TRPC4 PAM
COc1ccc(NC(=O)N2CCN(CCC#N)CC2)cc1 | -8 | i | -2 | i | i | i | -7 | i | i | i | i
CCOCCCNC(=S)N1CCN(Cc2ccc3c(c2)OCO3)CC1 | -12 | i | 0 | i | i | i | 0 | i | i | i | i
Cc1ccc(N=C2SC(C(=O)O)CC(=O)N2C)cc1C (configuration not stated) | -5 | i | -3 | i | i | i | -1 | i | i | i | i
O=C(CN(C(=O)CCC(=O)Nc1nccs1)c1ccc2c(c1)OCO2)NCC1CCCO1 (configuration not stated) | -5 | i | -1 | i | i | i | 5 | i | i | i | i
CC(=C/c1ccccc1)/C=N/n1cnnc1 | -7 | i | -2 | i | i | i | -5 | i | i | i | i
CNc1cncc(C(=O)O)c1 | -9 | i | 8 | i | i | i | -7 | i | i | i | i
Cc1ccc(S(=O)(=O)N2CCC(C(=O)OC(C)C(=O)NCc3ccccc3)CC2)cc1C (configuration not stated) | -13 | i | 10 | i | i | i | -5 | i | i | i | i
CCn1c(SCC(=O)Nc2cccc(C)n2)nnc1-c1ccco1 | -7 | i | -2 | i | i | i | -1 | i | i | i | i
CCOC(=O)C(NC(=O)CC)(N1CCc2ccccc2C1)C(F)(F)F (configuration not stated) | -10 | i | -5 | i | i | i | -3 | i | i | i | i
O=C(CCc1c[nH]c2ccccc12)NCc1ccc2c(c1)OCO2 | -11 | i | 4 | i | i | i | 3 | i | i | i | i
CCOc1ccc2nc(SCc3cccc(C)c3)nc(C)c2c1 | -10 | i | -1 | i | i | i | 0 | i | i | i | i
N/C(Cc1cccs1)=N\OC(=O)COc1ccccc1 | -3 | i | 5 | i | i | i | 7 | i | i | i | i
NS(=O)(=O)c1ccc(NC(=O)CCC2CCCCC2)cc1 | -5 | i | 7 | i | i | i | 14 | i | i | i | i
O=C(NNC(=O)c1ccc2nonc2c1)Nc1ccc(Cl)cc1 | -7 | i | 1 | i | i | i | . | i | i | i | i
N#C/C(=C\c1ccco1)C(=O)Nc1cccc2ncccc12 | -8 | i | 3 | i | i | i | 10 | i | i | i | i
O=C1CCC([N+](=O)[O-])C(c2ccc(C(F)(F)F)cc2)N1 (configuration not stated) | -1 | i | -3 | i | i | i | . | i | i | i | i
O=C(NCc1nc2ccccc2[nH]1)C1CCCCC1 | -11 | i | 3 | i | i | i | 3 | i | i | i | i
COc1ccccc1C(=O)Nc1c(C)n(C)n(-c2ccccc2)c1=O | -3 | i | -14 | i | i | i | -2 | i | i | i | i
COC(=O)C1=C(N)Oc2cc(C)[nH]c(=O)c2C1c1cccnc1 (configuration not stated) | -12 | i | 1 | i | i | i | -33 | i | i | i | i
O=C(O)CN1C(=O)/C(=C/C=C/c2ccccc2)SC1=S | -5 | i | 0 | i | i | i | 2 | i | i | i | i
Nc1cc(C(F)(F)F)ccc1Nc1ccccc1 | -6 | i | 22 | i | i | i | -1 | -6* | i | i | i
CC1=[N+](C)N(c2ccccc2)C(=O)C1N=Cc1c(Cl)cccc1Cl (configuration not stated) | 1 | i | 7 | i | i | i | 6 | i | i | i | i
COc1ccc(C(=O)OCC(=O)c2ccc(Cl)s2)c(OC)c1OC | -16 | i | 11 | i | i | i | -6 | i | i | i | i
CCOC(=O)c1sc(NC(=O)C2CC2)nc1C | -10 | i | -6 | i | i | i | 0 | i | i | i | i
NS(=O)(=O)c1ccc(NNC(=O)c2ccc(F)cc2F)cc1 | -2 | i | -5 | i | i | i | 4 | i | i | i | i
CCCCCCCCCCCCN1[C@@H](CC(=O)OC)c2cc(F)cc(F)c2S1(=O)=O | -3 | i | 1 | i | i | i | 15 | i | i | i | i
CCOc1ccc(-c2cc(C(=O)NN=C3CCN(C)CC3)[nH]n2)cc1 | -8 | i | -2 | i | i | i | -1 | i | i | i | i
CO/N=C(\c1nonc1N)N1CCN(c2ccc([N+](=O)[O-])cc2Cl)CC1 | -7 | i | 1 | i | i | i | -3 | i | i | i | i
CCOC(=O)c1c[nH]c2c(Cl)ccc(Cl)c2c1=O | -3 | i | -4 | i | i | i | 31 | i | i | i | i
O=C(NCc1ccccc1)c1ccc2nc(-c3ccco3)c(-c3ccco3)nc2c1 | -7 | i | -2 | i | i | i | 10 | i | i | i | i
CCCCN(C(=O)c1cc2c(s1)CCC2)c1c(N)n(CCCC)c(=O)[nH]c1=O | -15 | i | 5 | i | i | i | 3 | i | i | i | i
On1nnc2ccc3ccccc3c21 | -4 | i | 21 | i | i | i | 11 | i | i | i | i
COc1cccc(CC(=O)OC(C)C(=O)NCc2ccc3c(c2)OCO3)c1 (configuration not stated) | -16 | i | -3 | i | i | i | 8 | i | i | i | i
Clc1ccc(-c2nnc3n2CCCC3)cc1 | -6 | i | 1 | i | i | i | -5 | i | i | i | i
CC(C)c1[nH]nc2c1C(c1cccs1)C(C#N)=C(N)O2 (configuration not stated) | -14 | i | -2 | i | i | i | 3 | i | i | i | i
CCc1ccc2[nH]c(=O)c(C(c3nnnn3Cc3ccc(OC)cc3)N3CCOCC3)cc2c1 (configuration not stated) | -16 | i | 0 | i | i | i | -2 | i | i | i | i
COc1ccc(Cc2nc3ccc(C(=O)NCCSC)cc3o2)cc1 | -3 | i | -4 | i | i | i | . | i | i | i | i
N#CC(C(=O)NC1CC1)c1nc2ccccc2nc1N1CCN(C/C=C/c2ccccc2)CC1 (configuration not stated) | -17 | i | 0 | i | i | i | -5 | i | i | 6* | i
COCCCn1c(=S)[nH]c2ccc(N3CCOCC3)cc2c1=O | -6 | i | 2 | i | i | i | -1 | i | i | i | i
CN(C)CCNCCCOc1ccccc1-c1ccccc1 | -11 | i | -15 | . | i | i | . | i | i | i | i
CCN(CC)CCn1c(NCc2ccc(C)o2)nc2ccccc21 | -7 | i | -2 | i | i | i | 3 | i | i | i | i
Cc1cc(-c2ccc(Cl)cc2Cl)c(C#N)c(=O)[nH]1 | -13 | i | -1 | i | i | i | -12 | i | i | i | i

High-throughput results: PubChem, several laboratories
